High-throughput results (PubChem BioAssay)
NFkB transloc pot: enhances IL-1B driven NFkB nuclear translocation; HUVEC IL-1B NFkB p65 nuclear translocation imaging; activation, % at 2 µM; 94,000 tested, 0.3% active; AID 819;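 active means activation above 40%, about the mean plus 3 SD, also judged a hit on visual image review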;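 further: percent activation is computed from the nuclear over cytoplasmic p65 intensity ratio; values of inactives mirror those of a sister screen read the other way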
Bcl-B TR3 displacers: displacers of TR3 peptide from Bcl-B, primary screen, selectivity assay for Bfl-1 inhibitor project, biochemical, fluorescence polarization; FP displacement of FITC-TR3 peptide from Bcl-B; higher % means a stronger effect; 96,000 tested, 0.11% active; displacement, % at 20 µM; hits with a dose series show IC50 in µM; AID 748;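 active means displacement above 50% at 20 µM plus a fluorescence interference ratio under 1.5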;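 further: plate controls were wells without compound for no effect and wells lacking Bcl-B protein for full effect; a part of the inactive calls stands beside numbers as strong as those of hits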
MRP reversal: MRP-mediated drug resistance reversal | AID 602 | H69AR cells + 2 uM doxorubicin, CellTiter-Glo, 72 h | differential viability (reversal), % at 10 µM | 85,000 tested, 0.04% active;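 active means viability drop by adding the cancer drug above about 55%, with treated viability meeting a 40% cutoff, limit read from the data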;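 further: viability without doxorubicin minus viability with 2 µM doxorubicin for each compound; larger differential means the compound sensitizes cells more to doxorubicin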
NFkB transloc inh: blocks IL-1B driven NFkB nuclear translocation in HUVEC cells; HUVEC IL-1B NFkB p65 nuclear translocation imaging; 94,000 tested, 0.43% active; inhibition, % at 2 µM;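 active means inhibition above about 30% together with a positive call from visual inspection of the well image, limit read from the data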;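 further: nuclear over cytoplasmic p65 intensity ratio measured by imaging; 0% = IL-1B stimulated DMSO wells and 100% = unstimulated DMSO wells; values of inactives mirror those of a sister screen read the other way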
PLAP inhibitors HTS: PLAP enzyme inhibitors, biochemical, luminescence, HTS (AID 690); purified PLAP, luminescent substrate; higher % means a stronger effect; one-dose inhibition, % at 20 µM; IC50 in µM for titrated hits; 96,000 tested, 0.08% active; in the data active means a potency from the dose series; inactive means the rest, 99 in 100 with inhibition below about 30%; further: strong numbers were not always called active
MRP reversal cytotoxicity: second read-out of MRP reversal, no call of its own (marks repeat the call); viability, %; H69AR cells, CellTiter-Glo, 72 h; measured here: cytotoxicity without doxorubicin
MRP reversal with doxorubicin: recorded beside MRP reversal, whose call it bears; viability, %; measured here: viability with 2 uM doxorubicin; hits give low values
NFkB transloc inh cell count 2 µM: second read-out of NFkB transloc inh, no call of its own (marks repeat the call); cell count; measured here: cells passing quality filter;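 raw number of nuclei counted in each imaged well without normalization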
NFkB transloc pot cell count 2 µM: second read-out of NFkB transloc pot, no call of its own (marks repeat the call); cell count; measured here: cells passing quality filter
* hit, by the source's call; x = not tested or not shown. Not all compounds are listed, so the mix of outcomes need not match the whole.

Sample of the layout (2 entries):
SMILES | NFkB transloc pot | NFkB transloc pot cell count 2 µM | Bcl-B TR3 displacers | MRP reversal | MRP reversal cytotoxicity | MRP reversal with doxorubicin | NFkB transloc inh | NFkB transloc inh cell count 2 µM | PLAP inhibitors HTS
NS(=O)(=O)c1ccc(CCNC(=O)NC2(C(F)(F)F)Oc3ccccc3O2)cc1 | 11 | 151 | x | -13 | 20 | 34 | -11 | 151 | x
CCN1C(=O)/C(=C2/SC(C)=C(C)N2CC)SC1=S | 20 | 111 | -61% | 0 | 76 | 76 | -20 | 111 | 4%

The whole of this part, from the start:
SMILES | NFkB transloc pot | NFkB transloc pot cell count 2 µM | Bcl-B TR3 displacers | MRP reversal | MRP reversal cytotoxicity | MRP reversal with doxorubicin | NFkB transloc inh | NFkB transloc inh cell count 2 µM | PLAP inhibitors HTS
NS(=O)(=O)c1ccc(CCNC(=O)NC2(C(F)(F)F)Oc3ccccc3O2)cc1 | 11 | 151 | x | -13 | 20 | 34 | -11 | 151 | x
CCN1C(=O)/C(=C2/SC(C)=C(C)N2CC)SC1=S | 20 | 111 | -61% | 0 | 76 | 76 | -20 | 111 | 4%
CCN(CC(=O)NC(C)C)C(=O)CCNC(=O)c1ccc(Cl)cc1 | -7 | 121 | -4% | -8 | 91 | 99 | 7 | 121 | 13%
CCOC(=O)CSc1nc(C)cc(C)c1C#N | -50 | 107 | 3% | 1 | 99 | 98 | 50* | 107* | 12%
Cn1nc(C(F)(F)F)c(C#N)c1N1CCN(c2ccccc2)CC1 | -17 | 184 | -25% | 6 | 96 | 90 | 17 | 184 | 19%
CCOC(=O)C1=C(C)NC(C)=C(C(=O)OCC)C1c1ccc(O)cc1 | 20 | 95 | -6% | 8 | 94 | 86 | -20 | 95 | -29%
O=C(COC(=O)C1CCCN1C(=O)c1cccs1)c1ccccc1 (stereo unspecified) | 7 | 195 | -1% | -19 | 86 | 105 | -7 | 195 | 1%
O=C(O)c1ccc2c(c1)CC(c1ccccc1)OC2=O (stereo unspecified) | -2 | 159 | 12% | 5 | 95 | 90 | 2 | 159 | x
CCOC(=O)C1=C(c2ccccc2)N(C)C(=O)NC1c1ccc(O)c(OC)c1 (stereo unspecified) | 1 | 132 | -11% | 4 | 91 | 87 | -1 | 132 | -6%
COC(=O)c1ccc(CSc2nnc(-c3ccncc3)o2)o1 | -6 | 133 | -10% | 9 | 91 | 82 | 6 | 133 | 12%
Cc1ccc2nc(C3CCN(CC(=O)Nc4ccc5c(c4)OCCO5)CC3)[nH]c2c1 | -12 | 38 | -14% | -8 | 65 | 73 | 12 | 38 | -241%
CCCS(=O)(=O)N1CCC(C(=O)NCCCOCC)CC1 | 2 | 144 | -7% | -6 | 80 | 86 | -2 | 144 | 1%
CCOc1ccc(CC(=O)N2CCN(c3ccc(N4CCOCC4)nn3)CC2)cc1OCC | x | x | 5% | 6 | 101 | 95 | x | x | -64%
CCOc1ccc(NS(=O)(=O)c2ccc(NC(=O)C3CCCO3)cc2)cc1 (stereo unspecified) | -9 | 140 | 11% | 5 | 103 | 98 | 9 | 140 | 4%
COc1ccc(NC(=O)COc2ccc(/C=N/n3c(C)nnc3C)cc2OC)cc1 | 1 | 173 | -5% | -6 | 79 | 85 | -1 | 173 | -20%
Cc1cccc2cc(CN(Cc3cccnc3)C(=O)c3ccccc3F)c(Cl)nc12 | -3 | 119 | -14% | x | x | x | 3 | 119 | -52%
CCn1c(SCC(=O)Nc2ccc(NC(=O)c3cccs3)cc2)nnc1-c1cccnc1 | -2 | 200 | -10% | -19 | 63 | 82 | 2 | 200 | 2%
Cc1cc(C)nc(SCC(=O)Nc2ccccc2[N+](=O)[O-])n1 | -6 | 156 | 0% | x | x | x | 6 | 156 | 13%
O=C(CSc1nnc(-c2ccco2)n1Cc1ccccc1)c1ccc(F)cc1 | x | x | -8% | 5 | 73 | 68 | x | x | -31%
CCOc1nc(SCCOc2ccc(C)cc2)nc(N(C)C)n1 | -2 | 116 | x | -11 | 94 | 105 | 2 | 116 | x
Cc1nc(SCC(=O)OCc2ccccc2)c2c(=O)n(C)c(=O)n(C)c2n1 | -17 | 162 | 1% | 10 | 106 | 96 | 17 | 162 | -15%
CC(=O)Nc1nonc1-c1nc2ccccc2n1Cc1nnc(C)o1 | 33 | 176 | 3% | -5 | 94 | 99 | -33 | 176 | -58%
Cc1ccc(-c2nnc(SCC(=O)NNC(=O)COc3cccc(C)c3)n2C)cc1 | -1 | 146 | -9% | x | x | x | 0 | 146 | -40%
COCCCNC(=O)Cn1nc(-c2ccc(C)cc2)ccc1=O | 0 | 170 | -7% | 11 | 97 | 86 | 0 | 170 | -35%
Brc1ccc(-c2nn3c(-c4ccncc4)nnc3s2)o1 | x | x | -27% | 3 | 76 | 73 | x | x | -6%
CCOC(=O)C1C(=O)NC(SCC(=O)OC)=C(C#N)C1c1ccccc1OCC (stereo unspecified) | 14 | 129 | -4% | 6 | 87 | 81 | -14 | 129 | -22%
Cc1ccc(C(=O)NNC(=O)C2CCCN(c3ncccn3)C2)cc1 (stereo unspecified) | -2 | 150 | 4% | x | x | x | 2 | 150 | -58%
OC(CCCCN1CCCCC1)c1ccccc1 (stereo unspecified) | 10 | 100 | 10% | 16 | 91 | 75 | -10 | 100 | 9%
O=C(C1CCCN1S(=O)(=O)c1cccc2cccnc12)N1CCc2ccccc2C1 (stereo unspecified) | -4 | 183 | 10% | -4 | 89 | 93 | 4 | 183 | 0%
Cn1c(Cn2nnc3ccccc32)nnc1SCC(=O)N1CCc2ccccc21 | -8 | 200 | -1% | 5 | 81 | 76 | 8 | 200 | -3%
CCOC(=O)c1c(C)[nH]c(C)c1C(=O)CSc1nnc(-c2ccncc2)n1C | 14 | 200 | -13% | -5 | 88 | 92 | -14 | 200 | -2%
COc1ccc(C(C)=O)cc1COC(=O)c1cccc(N(C)C)c1 | x | x | -12% | 5 | 80 | 74 | x | x | -35%
O=C(CN1C(=O)COc2ccccc21)c1ccc(Cl)cc1 | x | x | 6% | 11 | 92 | 81 | x | x | 27%
CNC(=O)CSc1nnnn1-c1ccc2c(c1)OCCO2 | -7 | 98 | x | -5 | 91 | 96 | 7 | 98 | x
CN1CCCC(OC(=O)CCCCC(=O)OC2CCCN(C)C2)C1 (stereo unspecified) | -3 | 101 | -3% | 18 | 103 | 85 | 3 | 101 | 19%
CN(C)C(CN1C(=O)C2CC=CCC2C1=O)c1cn(C)c2ccccc12 (stereo unspecified) | 9 | 221 | 35% | -9 | 83 | 93 | -9 | 221 | -47%
C=CCOc1ccc(CNn2cn[nH]c2=S)cc1OCC | -4 | 140 | 9% | x | x | x | 4 | 140 | 13%
CC1Cc2ccccc2N1C(=O)CN1C(=O)NC(C)(c2ccc3c(c2)OCCO3)C1=O (stereo unspecified) | 18 | 173 | 2% | 9 | 97 | 88 | -18 | 173 | -49%
Cc1ccc(C(C(=O)NC2CCCC2)N(C(=O)Cc2cccs2)c2cccc(C)c2C)o1 (stereo unspecified) | 2 | 92 | -1% | x | x | x | -2 | 92 | -4%
CCN(CC)C(=O)CSc1nc2c(sc(=S)n2CC)c(=O)n1-c1ccccc1 | 18 | 167 | -3% | 21 | 51 | 30 | -18 | 167 | -51%
CC(=O)c1cccc(NC(=O)Nc2ccc(C(=O)N3CCCC3)cc2)c1 | 8 | 146 | -12% | 3 | 76 | 73 | -8 | 146 | 18%
CC(=O)OC1CSc2nc3ccccc3n2C1 (stereo unspecified) | -8 | 127 | x | x | x | x | 8 | 127 | x
COc1ccc(C2OC(=O)c3ccccc3S2)cc1 (stereo unspecified) | 8 | 147 | -5% | 2 | 102 | 101 | -8 | 147 | 2%
COC(=O)C(Nc1nccs1)(OC)C(F)(F)F (stereo unspecified) | -9 | 82 | 76% | -11 | 81 | 92 | 9 | 82 | 3%
O=C(CC1Nc2ccccc2NC1=O)Nc1cc(Cl)cc(Cl)c1 (stereo unspecified) | 14 | 173 | 4% | -26 | 44 | 71 | -14 | 173 | -21%
O=C(CSC1=NCCS1)NC1CCCC1 | 3 | 162 | 7% | -4 | 99 | 103 | -3 | 162 | 15%
CC1CCCCC1NC(=O)Cn1[nH]c(=O)c2ccccc2c1=O (stereo unspecified) | 4 | 138 | -6% | 7 | 90 | 82 | -4 | 138 | 5%
Cc1cc(C)nc(N/C(=N\S(=O)(=O)Cc2ccccc2)Nc2cccc(Cl)c2C)n1 | -11 | 115 | -17% | x | x | x | 11 | 115 | 12%
C/C(CC(=O)Nc1ccccc1-c1ccccc1)=N\NC(=O)COc1ccc(C)cc1Br | 17 | 183 | 6% | 4 | 93 | 89 | -17 | 183 | -64%
CCCc1ccc(-c2cc(C(=O)NCCc3ccc(S(N)(=O)=O)cc3)c3ccccc3n2)cc1 | -1 | 109 | -2% | x | x | x | 1 | 109 | -19%
Cn1cc(SCC(=O)Nc2ccc3c(c2)OCCO3)c2ccccc21 | 12 | 84 | 0% | 10 | 82 | 72 | -12 | 84 | 15%
CCC1(C)CC(CC(=O)O)(c2ccccc2OC)CCO1 (stereo unspecified) | 8 | 210 | -8% | 8 | 84 | 76 | -8 | 210 | -14%
C=CCNC1=C(Cl)C(=O)N(c2ccccc2Cl)C1=O | -6 | 123 | 7% | 11 | 99 | 88 | 6 | 123 | 12%
CCOc1ccc2nc(C)cc(Nc3ccc4c(c3)OCCO4)c2c1 | 12 | 181 | 5% | x | x | x | -12 | 181 | -13%
CCOC(=O)c1ccc2c(c1)N(Cc1ccccc1C)C(=O)c1ccccc1S2=O (stereo unspecified) | -9 | 156 | 5% | 7 | 90 | 84 | 9 | 156 | x
CC(C)(C)n1nnnc1C(c1ccccc1F)N1CCN(C2CCCC2)CC1 (stereo unspecified) | x | x | 2% | 3 | 88 | 85 | x | x | -53%
Cc1ccccc1-c1nc2ccccc2c(=O)n1C1CCS(=O)(=O)C1 (stereo unspecified) | 7 | 130 | -3% | -8 | 81 | 90 | -7 | 130 | 10%
CCC(C)NC(=O)c1ccc(CSCc2cccc(F)c2)o1 (stereo unspecified) | -3 | 181 | -10% | 7 | 86 | 79 | 3 | 181 | -16%
Cc1cc(C)cc(NC(=O)CSc2nc3c(c(=O)n2C)SC(C)C3)c1 (stereo unspecified) | x | x | -7% | -9 | 71 | 79 | x | x | 7%
Cc1cccc(C#N)c1NC1=CC(=O)CC(C)(C)C1 | -13 | 154 | -6% | 4 | 87 | 83 | 13 | 154 | 5%
The list continues:
SMILES | NFkB transloc pot | NFkB transloc pot cell count 2 µM | Bcl-B TR3 displacers | MRP reversal | MRP reversal cytotoxicity | MRP reversal with doxorubicin | NFkB transloc inh | NFkB transloc inh cell count 2 µM | PLAP inhibitors HTS
CCOc1ccc2c(c1)s/c(=N\S(=O)(=O)c1ccc(OC)cc1)n2C(F)F | -1 | 161 | 0% | x | x | x | 1 | 161 | -29%
CC(C)C(C(=O)Nc1sc2c(c1C#N)CCCCC2)N1C(=O)c2ccccc2C1=O (stereo unspecified) | 7 | 139 | 9% | x | x | x | -7 | 139 | -8%
COc1ccc2c(c1)C(=O)OC2CC(=O)O (stereo unspecified) | 12 | 148 | -3% | 9 | 88 | 79 | -12 | 148 | 3%
CCN(CC)CC(=O)n1c2c(c3ccccc31)CCCC2 | x | x | 12% | 9 | 95 | 86 | x | x | -59%
CC1CC(C)CN(C(=O)COC(=O)c2ccc[nH]c2=O)C1 (stereo unspecified) | 5 | 150 | -2% | 8 | 100 | 92 | -5 | 150 | 8%
O=C(CSc1nnnn1Cc1ccccc1)Nc1ccc2c(c1)OCCO2 | 30 | 127 | 3% | 6 | 90 | 84 | -30 | 127 | 1%

Five compounds already listed, sorted by the number in Bcl-B TR3 displacers, highest first.
Compound	Bcl-B TR3 displacers
CN(C)C(CN1C(=O)C2CC=CCC2C1=O)c1cn(C)c2ccccc12 (stereo unspecified)	35%
CCOc1ccc2c(c1)s/c(=N\S(=O)(=O)c1ccc(OC)cc1)n2C(F)F	0%
CC1CC(C)CN(C(=O)COC(=O)c2ccc[nH]c2=O)C1 (stereo unspecified)	-2%
COc1ccc2c(c1)C(=O)OC2CC(=O)O (stereo unspecified)	-3%
Cc1ccc2nc(C3CCN(CC(=O)Nc4ccc5c(c4)OCCO5)CC3)[nH]c2c1	-14%
